Screening data (PubChem BioAssay)
DENV2 CPE rescue = inhibitors of DENV2 cytopathic effect; DENV2-infected cells, cytopathic effect rescue, plate reader; CPE inhibition, % at 9.99 µM; 350,000 compounds, 1.7% hits; in the data active = CPE inhibition above about 20%, passing the limit was not always enough; inconclusive = no clear call, values can overlap the other calls; tested in BHK-21 cells;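 also: 0% = median of neutral control wells and 100% = median of positive control wells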
S100A4 MyoIIA = blocks human S100A4 binding to myosin IIA peptide; P26447; S100A4/TAMRA-MyoIIA peptide fluorescence polarization; inhibition, % at 10.7 µM; 360,000 compounds, 0.14% hits; AID 652163;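 active = mean inhibition of at least 70% across replicates, with every replicate also reaching that level; inconclusive = mean inhibition reaches 70% but some replicates fall short; inactive = mean inhibition below 70%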
Target sequence (P26447 whole entry, looked up): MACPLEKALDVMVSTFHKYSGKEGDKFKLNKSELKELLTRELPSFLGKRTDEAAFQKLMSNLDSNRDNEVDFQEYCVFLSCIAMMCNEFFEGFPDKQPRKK
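assay system = human S100A4 monomer with TAMRA-labelled myosin IIA peptide | also added = labelled myosin peptide probe, 5 nM | incubation = 5 min between mix addition and reading | control set = DMSO and TFP controls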
E-selectin induc = E-selectin induction on HUVECs | P16581 | HUVEC E-selectin immunofluorescence imaging; normalized: neutral wells 0, TNF-alpha wells 100 | activation, % at 7.58 µM | 260,000 compounds, 0.37% hits;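 active = mean E-selectin-positive cell signal at least 10% of the positive control, reached in at least 60% of replicates, without over 20% cell loss; inconclusive = no rule given, readout overlaps actives, possibly toxicity-flagged; inactive = the rest, including those meeting only one limit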;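 also: in these data hits start at about 27%; measured in HUVEC primary endothelial cells; signal is the percent of cells scored E-selectin positive by PE staining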
Target sequence (P16581 whole entry, looked up): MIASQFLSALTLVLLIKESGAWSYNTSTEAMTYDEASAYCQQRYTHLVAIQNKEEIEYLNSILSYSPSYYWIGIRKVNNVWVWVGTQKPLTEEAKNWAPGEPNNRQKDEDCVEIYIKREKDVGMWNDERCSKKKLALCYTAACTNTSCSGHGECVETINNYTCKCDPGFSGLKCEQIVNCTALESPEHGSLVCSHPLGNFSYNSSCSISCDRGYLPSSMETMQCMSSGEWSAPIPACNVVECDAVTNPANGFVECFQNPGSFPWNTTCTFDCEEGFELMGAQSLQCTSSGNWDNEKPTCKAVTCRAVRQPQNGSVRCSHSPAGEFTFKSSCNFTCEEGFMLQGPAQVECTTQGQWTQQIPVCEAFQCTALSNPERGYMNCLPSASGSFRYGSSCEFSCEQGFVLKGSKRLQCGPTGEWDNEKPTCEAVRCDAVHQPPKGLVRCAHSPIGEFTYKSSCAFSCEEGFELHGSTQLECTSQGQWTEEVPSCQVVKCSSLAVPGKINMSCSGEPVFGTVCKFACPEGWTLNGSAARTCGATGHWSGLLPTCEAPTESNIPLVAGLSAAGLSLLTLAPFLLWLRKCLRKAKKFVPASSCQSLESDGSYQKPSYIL
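Test system – human umbilical vein endothelial cells (HUVEC), E-selectin induction · Input – 3,000 HUVEC seeded per well · Buffer or medium – EGM-2, gelatin · Compound dosing – single-point compound dose · Detection – immunofluorescence imaging · Measure – percent E-selectin-positive cells · Controls – TNF-alpha high, DMSO low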
SIRT5 block = sirtuin-5 (human) deacylase inhibition; Q9NXA8; Purified SirT5, succinyl-peptide AMC, trypsin-coupled fluorescence; 330,000 compounds, 1.1% hits; inhibition, % at 15 µM; AID 652115; in the data active = inhibition above about 15%; inconclusive = no clear call, values can overlap the other calls
Target sequence (Q9NXA8 whole entry, looked up): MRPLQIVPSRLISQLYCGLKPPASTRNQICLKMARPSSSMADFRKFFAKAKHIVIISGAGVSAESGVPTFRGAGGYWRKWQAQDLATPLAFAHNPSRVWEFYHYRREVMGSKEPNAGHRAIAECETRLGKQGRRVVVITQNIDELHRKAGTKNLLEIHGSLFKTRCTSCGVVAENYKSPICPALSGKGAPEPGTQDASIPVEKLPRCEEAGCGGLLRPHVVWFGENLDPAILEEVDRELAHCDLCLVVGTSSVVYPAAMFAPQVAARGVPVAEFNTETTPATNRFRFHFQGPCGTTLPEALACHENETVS
C2C12 statin = suppression of simvastatin myotoxicity. C2C12 myotubes + simvastatin, ATP luminescence, 48 h; scaled: DMSO 0, geranylgeraniol control 100. AID 602340. rescue of ATP level, % at 7.49 µM. 330,000 compounds, 0.78% hits;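 active = mean ATP rescue above about 67%, or every replicate alone reaching that limit, limit read from the data, passing the limit was not always enough; inconclusive = no clear call, values can overlap the other calls; inactive = mean under the limit and some replicate under it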;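 also: myotubes were challenged with 10 µM simvastatin during compound exposure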
ERp5 block = ERp5 (human) disulfide isomerase inhibition. Q15084. ERp5 insulin aggregation, absorbance 650 nm, 90 min. inhibition, % at 9.99 µM. 350,000 compounds, 0.05% hits;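 active = mean replicate inhibition above about 25%, with every replicate also reaching it, limit read from the data, passing the limit was not always enough; inconclusive = only one of those two criteria met; inactive = neither criterion met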
PglD inh = inhibitors of Campylobacter jejuni PglD acetyltransferase; purified PglD enzyme, DTNB colorimetric CoA detection; inhibition, % at 12.5 µM; 360,000 compounds, 0.098% hits; AID 602405; in the data active = inhibition above about 16%, passing the limit was not always enough; inconclusive = no clear call, values can overlap the other calls; also: strong numbers were not always called active
* = called active by the depositor.

For O=C(C[C@@H]1CC[C@H](NC(=O)c2ccncc2)[C@@H](CO)O1)NCC1CCCCC1 the results were DENV2 CPE rescue 3.7, S100A4 MyoIIA 9.5, E-selectin induc 0.4, SIRT5 block 8.5, C2C12 statin 3.3, ERp5 block -1.2 and PglD inh 0.2.
CCc1cnc(N2[C@H](C#N)[C@@H](c3ccc(C4=CCCCC4)cc3)[C@H]2CO)s1 was read as DENV2 CPE rescue -0.4, S100A4 MyoIIA -7.8, E-selectin induc -0.2, SIRT5 block -0.6, C2C12 statin 2.9, ERp5 block 5.8 and PglD inh -0.7.
Screening Cc1nc2ccccc2[nH]c1=O returned DENV2 CPE rescue -3.2, S100A4 MyoIIA -6.1, E-selectin induc -1.6, SIRT5 block 13.5 and ERp5 block -0.1.
Screening COc1ccc(S(=O)(=O)NC2CC(C)(C)NC(C)(C)C2)cc1 returned DENV2 CPE rescue 7.1, S100A4 MyoIIA -0.2, E-selectin induc -0.2, SIRT5 block -1.4, C2C12 statin 5.3, ERp5 block 3.2 and PglD inh 0.3.
For C[C@@H]1CCCCO[C@H](CN(C)C(=O)Nc2ccc(F)cc2)[C@@H](C)CN([C@H](C)CO)C(=O)c2cc(NC(=O)Cc3ccccc3)ccc2O1 the results were DENV2 CPE rescue 18.5, S100A4 MyoIIA 3.6, E-selectin induc 0.0, SIRT5 block -4.7, C2C12 statin -62.4, ERp5 block -0.1 and PglD inh 0.5.
Screening C=CCn1c(Cc2ccccc2)nc2c(cnn2-c2ccccc2)c1=O returned DENV2 CPE rescue 2.6, S100A4 MyoIIA -9.9, E-selectin induc 0.1, SIRT5 block -7.8, C2C12 statin -5.6, ERp5 block 0.6 and PglD inh -0.5.
For O=C(NCc1cccnc1)C1CC(c2cccc(Br)c2)=NO1 (stereo not given) the results were DENV2 CPE rescue -3.8, S100A4 MyoIIA -9.4, E-selectin induc 0.3, SIRT5 block 0.5, C2C12 statin -2.6, ERp5 block 11.3 and PglD inh 22.9*.
COc1ccc(NC(=O)C2CCCN(S(=O)(=O)c3ccc4[nH]c(=O)ccc4c3)C2)cc1OC (stereo not given) was read as DENV2 CPE rescue 0.5, S100A4 MyoIIA -2.3, SIRT5 block 5.7, C2C12 statin 2.3, ERp5 block -11.8 and PglD inh 3.6.
For O=S(=O)(N[C@@H]1CC[C@@H](CCn2cc(-c3cccc(F)c3)nn2)O[C@@H]1CO)c1ccc(Cl)cc1 the results were DENV2 CPE rescue 3.6, S100A4 MyoIIA 24.1, E-selectin induc -1.3, SIRT5 block 1.1, C2C12 statin -0.1, ERp5 block 9.0 and PglD inh 2.8.
For Cc1ccc(C(=O)N2[C@@H]3CN(C)C(=O)[C@@]2(Cc2ccccc2)[C@H]2C(=O)N(C)C(=O)[C@@H]32)cc1 the results were DENV2 CPE rescue -7.9, S100A4 MyoIIA -2.4, E-selectin induc -0.2, SIRT5 block -7.5, C2C12 statin -7.0, ERp5 block 1.0 and PglD inh 1.8.
Screening COc1ccc(S(=O)(=O)N2CCC(C(=O)NCCC(=O)NCCc3cccc(F)c3)CC2)cc1 returned DENV2 CPE rescue 4.8, S100A4 MyoIIA 1.3, E-selectin induc 0.0, SIRT5 block -0.5, C2C12 statin 0.6, ERp5 block -2.4 and PglD inh 5.2.
For COc1ccc(/C=N/Nc2nc3ccccc3[nH]2)c(OC)c1OC the results were DENV2 CPE rescue -1.1, S100A4 MyoIIA -2.1, SIRT5 block 0.4 and C2C12 statin 2.0.
For Nc1cc(=O)n(Cc2ccccc2)c(=O)n1-c1ccc(F)cc1 the results were DENV2 CPE rescue 0.3, S100A4 MyoIIA -4.0, E-selectin induc 0.1, SIRT5 block 0.3, C2C12 statin -2.1 and ERp5 block -1.6.
For Cc1ccc(C(=O)NCC(c2ccco2)N2CCc3ccccc3C2)cc1 (stereo not given) the results were DENV2 CPE rescue 0.9, S100A4 MyoIIA -17.2, E-selectin induc 3.1, SIRT5 block -0.5, C2C12 statin 16.9, ERp5 block -0.8 and PglD inh 0.9.
Screening COc1ccc(NC(=S)Nc2ccccn2)cc1 returned DENV2 CPE rescue -2.0, S100A4 MyoIIA -0.9, E-selectin induc -0.1, SIRT5 block -2.2, C2C12 statin 4.4, ERp5 block -0.1 and PglD inh -3.8.
For Nc1nc(NC(=O)/C=C/c2ccc(F)cc2)nn1-c1ccccc1 the results were DENV2 CPE rescue 5.4, S100A4 MyoIIA 1.0 and SIRT5 block 0.5.
C[C@H]1CN([C@@H](C)CO)S(=O)(=O)c2ccc(-c3ccccc3F)cc2O[C@H]1CN(C)Cc1ccncc1 was read as DENV2 CPE rescue 21.1*, S100A4 MyoIIA -7.9, E-selectin induc 0.0, SIRT5 block 0.1, C2C12 statin -28.1, ERp5 block -1.6 and PglD inh -0.3.
`COCCSc1nnc(NC(=O)CCS(=O)(=O)c2ccccc2)s1` gave DENV2 CPE rescue -1.6, S100A4 MyoIIA -0.3, E-selectin induc -0.3, SIRT5 block 7.2, C2C12 statin 7.5, ERp5 block -2.7 and PglD inh -4.0.
Screening CN1C(=O)c2cc(NC(=O)C3CC3)ccc2OC[C@@H]2O[C@H](CC(=O)NCCN3CCCC3)CC[C@@H]21 returned DENV2 CPE rescue 8.1, S100A4 MyoIIA -7.9, E-selectin induc -0.1, SIRT5 block -5.6, C2C12 statin 4.7 and PglD inh -2.7.
Screening CSCC[C@@H](CO)NC(=O)c1ccc2nc(C3CCCCC3)oc2c1 returned DENV2 CPE rescue -1.0, S100A4 MyoIIA -1.5, SIRT5 block 3.2, C2C12 statin 1.5, ERp5 block -5.3 and PglD inh 8.6.
For CSc1ccc(CN(C)C(=O)c2cccc(S(=O)(=O)NCc3ccccc3)c2)cc1 the results were DENV2 CPE rescue inconclusive, S100A4 MyoIIA -6.8, SIRT5 block -1.0, C2C12 statin 5.5, ERp5 block -0.2 and PglD inh -1.5.
CC1(C(=O)NS(=O)(=O)c2ccccc2OC(F)(F)F)CCN1C(=O)Cc1ccccc1 (stereo not given) was read as DENV2 CPE rescue 8.2, S100A4 MyoIIA 1.8, E-selectin induc 0.4, SIRT5 block -2.4, C2C12 statin 0.1, ERp5 block -2.2 and PglD inh -35.8.
For C[C@H]1CN([C@@H](C)CO)C(=O)c2cc(/C=C/c3ccccc3)cnc2O[C@H]1CN(C)C(=O)C1CCC1 the results were DENV2 CPE rescue 5.6, S100A4 MyoIIA 12.0, E-selectin induc 1.8, SIRT5 block -19.6, C2C12 statin 0.8, ERp5 block 7.5 and PglD inh 0.2.
Screening CCOC(=O)N1CCN(C(=O)C[C@@H]2C[C@@]3(C(=O)OCC)CCCC=C3N(Cc3ccccc3)C2=O)CC1 returned DENV2 CPE rescue -2.5, S100A4 MyoIIA 0.3, E-selectin induc 2.7, SIRT5 block 2.2 and ERp5 block -1.5.
Screening CCN(CC(=O)Nc1ccc2c(c1)OCCO2)C(=O)C(C)Oc1ccc(F)cc1 (stereo not given) returned DENV2 CPE rescue 5.3, S100A4 MyoIIA 0.4, E-selectin induc -0.4, SIRT5 block -0.6, C2C12 statin 7.8, ERp5 block -3.4 and PglD inh -1.1.
CNC[C@H]1OCCCC[C@@H](C)Oc2ccc(NC(=O)C3CCCCC3)cc2C(=O)N([C@H](C)CO)C[C@@H]1C was read as DENV2 CPE rescue -3.7, S100A4 MyoIIA -1.4, E-selectin induc 0.1, SIRT5 block 4.7, C2C12 statin -30.4, ERp5 block -0.2 and PglD inh 2.8.
`CCCNC(=O)N1[C@@H](C#N)[C@H](c2ccc(-c3cccnc3)cc2)[C@@H]1CO` gave DENV2 CPE rescue -10.7, S100A4 MyoIIA -1.9, E-selectin induc -0.1, SIRT5 block 1.9, C2C12 statin 3.1, ERp5 block 0.7 and PglD inh -0.7.
`CCCn1cnc2c(SCc3ccccn3)nc(N)nc21` gave DENV2 CPE rescue inconclusive, S100A4 MyoIIA -6.5, E-selectin induc -1.8, SIRT5 block 3.9, C2C12 statin -1.9, ERp5 block 1.0 and PglD inh -0.9.
O=C(NCC(c1ccc(F)cc1)N1CCOCC1)c1ccc(C(=O)c2ccccc2)cc1 (stereo not given) was read as DENV2 CPE rescue -1.7, S100A4 MyoIIA 7.2, E-selectin induc -0.2, SIRT5 block -2.9 and ERp5 block 0.3.
COCCCN1C(=O)C(CC(=O)NCc2cccc3ccccc23)CC(C(=O)N(C)C)=C1C (stereo not given) was read as DENV2 CPE rescue 3.2, S100A4 MyoIIA -21.0, E-selectin induc -0.2, SIRT5 block -2.1, C2C12 statin -0.3, ERp5 block 2.9 and PglD inh -2.4.
For CCCNC(=O)c1ccccc1NC(=O)c1ccccc1SC the results were DENV2 CPE rescue 12.8, S100A4 MyoIIA 1.3, SIRT5 block 1.8 and ERp5 block 1.7.
Screening Cc1ccc(C)c(S(=O)(=O)N2CCN(C(=O)c3cc(-c4cccs4)nn3-c3ccccc3)CC2)c1 returned DENV2 CPE rescue -5.9, S100A4 MyoIIA -0.9, E-selectin induc -0.1, SIRT5 block 0.8, C2C12 statin 4.3, ERp5 block -1.7 and PglD inh -0.4.
`O=S(=O)(c1ccccc1C(F)(F)F)N1CCN(c2ncnc3sccc23)CC1` gave DENV2 CPE rescue 7.3, S100A4 MyoIIA 1.3, E-selectin induc -0.6, SIRT5 block 0.8, C2C12 statin 1.8, ERp5 block 1.6 and PglD inh 5.5.
For Cc1cc(C(=O)Nc2ccc3c(c2)C(=O)N(C)[C@H]2CC[C@H](CC(=O)NC4CCCC4)O[C@H]2CO3)no1 the results were DENV2 CPE rescue -4.9, S100A4 MyoIIA 0.9, E-selectin induc 0.1, SIRT5 block -2.9, C2C12 statin -3.2, ERp5 block -1.1 and PglD inh 3.1.
Screening C[C@H](CO)N1C[C@H](C)[C@H](CN(C)C(=O)C2CC2)Oc2cc(C#CC3CC3)ccc2S1(=O)=O returned DENV2 CPE rescue 4.5, S100A4 MyoIIA -4.0, E-selectin induc 0.1, SIRT5 block -4.4, C2C12 statin 5.8, ERp5 block 7.5 and PglD inh -0.2.
CCC1=C(OC(=O)N(CC)CC)N2C(=O)OC(=NCc3ccccc3)[C@]2(C)[C@H]2C1=CC[C@H]1C(=O)N(CC)C(=O)[C@H]12 was read as DENV2 CPE rescue -2.0, S100A4 MyoIIA -2.5, E-selectin induc 0.6, C2C12 statin 2.2, ERp5 block 4.8 and PglD inh -1.1.
Screening C/C(=N\NC(=O)c1ccc(F)cc1)c1cccc(NC(=O)c2cccc(F)c2)c1 returned DENV2 CPE rescue -3.5, S100A4 MyoIIA 1.7, E-selectin induc 0.5, SIRT5 block 0.0, C2C12 statin -13.4, ERp5 block 1.5 and PglD inh 6.3.
`O=[N+]([O-])c1ccc(COc2ccccc2CN2CCOCC2)cc1` gave DENV2 CPE rescue -3.4, S100A4 MyoIIA -0.3, E-selectin induc 0.2, SIRT5 block 8.4, C2C12 statin 6.3, ERp5 block -1.6 and PglD inh -3.3.
CCCNC(=O)N1CCC(Cc2ccccc2)CC1 was read as DENV2 CPE rescue -6.5, S100A4 MyoIIA 1.1, E-selectin induc 0.0, SIRT5 block 0.6, C2C12 statin 1.6, ERp5 block 1.8 and PglD inh 0.1.

Reprinted at random: 2 records from the list, in no set order.
`CCCn1cnc2c(SCc3ccccn3)nc(N)nc21` gave DENV2 CPE rescue inconclusive, S100A4 MyoIIA -6.5, E-selectin induc -1.8, SIRT5 block 3.9, C2C12 statin -1.9, ERp5 block 1.0 and PglD inh -0.9.
For C[C@H]1CN([C@@H](C)CO)C(=O)c2cc(/C=C/c3ccccc3)cnc2O[C@H]1CN(C)C(=O)C1CCC1 the results were DENV2 CPE rescue 5.6, S100A4 MyoIIA 12.0, E-selectin induc 1.8, SIRT5 block -19.6, C2C12 statin 0.8, ERp5 block 7.5 and PglD inh 0.2.

An excerpt; the hit share may differ from the screen's.
